Source: PubChem
DUSP3 inh = blocks the human dual specificity phosphatase VHR1. recombinant VHR phosphatase, colorimetric substrate read-out. inhibition, % at 20 µM. 0.7% of 50,000 active. AID 1992. P51452; in the data active means inhibition above about 60%; further: some results filed as inactive read as strong as hits
Target sequence (P51452 whole entry, looked up): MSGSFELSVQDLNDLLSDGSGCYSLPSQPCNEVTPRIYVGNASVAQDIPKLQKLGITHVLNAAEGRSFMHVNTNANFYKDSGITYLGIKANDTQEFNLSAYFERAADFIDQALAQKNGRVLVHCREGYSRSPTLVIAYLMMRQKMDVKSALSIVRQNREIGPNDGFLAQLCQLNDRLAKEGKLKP
An asterisk follows results filed as active. Some of the compounds tested; rates above refer to the full screens.

SMILES	DUSP3 inh
O=c1/c(=C\c2ccc(OCc3ccc([N+](=O)[O-])cc3)cc2)sc2nc3ccccc3n12	7.5
COc1ccc(NC(=O)CCCN(C)S(=O)(=O)c2ccc(C)cc2)cc1	-17.4
CC(NC(=O)C12CC3CC(CC(C3)C1)C2)C(=O)N1CCCC1 (centres undefined)	14.5
CC(=O)N/N=C/c1cc(C)n(-c2ccc(Cl)cc2)c1C	1.5
Cc1ccc(-c2cc(-c3ccccc3)nc(N/N=C/c3ccc(O)cc3O)n2)cc1	15.8
CCN1C(=O)C(=O)c2cc(Br)ccc21	2.7
COc1cccc2cc(-c3nc(-c4ccc(C)c(C)c4)cs3)c(=O)oc12	15.2
CCOc1ccc(N2C(=O)NC(=O)C(=S(C)C)C2=O)cc1	1.3
C=CCSc1nc2sc(C(=O)O)c(C)c2c(=O)[nH]1	-10.5
Cc1cc(Cl)ccc1NC(=O)c1ccc(CN(c2ccccc2)S(C)(=O)=O)cc1	12.2
COc1ccc(/C=N/n2cnnc2SC)cc1OC	-20.5
Cc1ccc(OCC(=O)Nc2ccc(I)cc2Cl)cc1C	-15.1
Cc1ccc(C)c(OC2=NS(=O)(=O)c3ccccc32)c1	3.0
CC1(C)CC(=O)C2=C(C1)Nc1ccccc1NC2c1ccc(-c2ccccc2[N+](=O)[O-])o1 (centres undefined)	4.5
COc1ccc(OC)c(/C=C2\SC(=N)N(c3ccc(F)cc3)C2=O)c1	-5.3
COC(=O)c1cccc(NC(=O)c2ccccc2)c1	-50.7
Cc1cc(C)c(NC(=O)C(c2ccccc2)c2ccccc2)c(C)c1	-14.7
COc1ccccc1C1=N/C(=C\c2ccc([N+](=O)[O-])cc2)C(=O)O1	5.0
O=C(Cc1ccccc1)NC(NC(=S)Nc1ccccc1Cl)C(Cl)(Cl)Cl (centres undefined)	-3.3
CCCn1c(=O)c(C(=O)Nc2ccccc2O)c(O)c2ccccc21	-13.6
O=C(Nc1cccnc1)c1ccccc1F	-4.3
O=c1oc(-c2cccs2)nc2sc3c(c12)CCCC3	-11.4
COc1ccccc1C1=NN(C(=O)CCC(=O)O)C(c2ccc(Br)cc2)C1 (centres undefined)	-20.3
O=C(Nc1ccc2c(c1)OCCO2)c1ccc([N+](=O)[O-])cc1	-13.7
O=C(Nc1ccccc1)N1CCOCC1	-14.1
COc1ccc(N2C(=O)CCC([N+](=O)[O-])=C2C)cc1	-6.9
CS(=O)(=O)N1CCN(Cc2cccc(F)c2)CC1	-5.0
O=C(N/N=C/c1ccc(Br)cc1)c1cc(C2CC2)[nH]n1	-9.5
Cc1ccc2nc(SCc3nc4ccccc4[nH]3)[nH]c2c1	0.5
COc1ccc(N(CC(=O)Nc2ccccc2Cl)S(=O)(=O)c2ccc(C)cc2)c(OC)c1	-9.2
COc1cccc(N(CC(=O)N2CCOCC2)S(=O)(=O)c2ccccc2)c1	-19.8
Cc1cccc(NC(=O)CSc2nnnn2-c2ccccc2)c1C	-3.8
COc1ccc(Nc2nc(NCc3ccco3)nc(N/N=C/c3cc4c(cc3[N+](=O)[O-])OCO4)n2)cc1	-25.1
Cc1cc([N+](=O)[O-])ccc1NCc1cccc(C(F)(F)F)c1	-19.6
O=C1c2ccccc2C(=O)N1c1ccc(OCC(O)COC2CCCCC2)cc1 (centres undefined)	2.5
CC(C)c1ccc(/C=C/C(=O)N2CCN(c3ccc([N+](=O)[O-])cc3)CC2)cc1	-5.2
CCOC(=O)/C=C(\C)Nc1cc(C)nn1-c1ccccc1	109.8*
CCOc1cccc(C(=O)Nc2ccccc2-c2ccccc2)c1	-2.5
CCOc1cc(C(=S)N2CCOCC2)ccc1OC(=O)c1cccc([N+](=O)[O-])c1	-6.2
COc1cc(/C=C2\C(=O)NN(c3ccccc3)C2=O)cc([N+](=O)[O-])c1O	62.9
NC(=O)C1(S(=O)(=O)c2ccccc2)CCCCC1	-0.6
CCN(CC)S(=O)(=O)c1ccc(Cl)c(C(=O)Nc2nnc(-c3ccccc3)s2)c1	10.1
O=C(NNc1nc(-c2ccccc2)cs1)c1cccc(Br)c1	-19.1
Cc1ccc(/C=C2\C=C(c3ccc(Cl)cc3)OC2=O)o1	12.8
CCOC(=O)CCc1cc(C(=O)OCC)c(CCC(=O)OCC)cc1C(=O)OCC	13.2
COc1ccc2c(c1)CCC/C2=N/OC(=O)c1ccc(OC)c([N+](=O)[O-])c1	-10.4
CC(=O)N(/C=C/c1cc[n+](CCCS(=O)(=O)[O-])c2ccccc12)c1ccccc1	3.7
Cc1cccc(NC(=O)c2ccccc2NC(=O)c2ccccc2F)c1	-10.6
Cc1ccccc1CNC(=O)C(C)Sc1ccc(Cl)cc1 (centres undefined)	-7.9
Oc1[nH]c2ccccc2c1N=NC(=S)N1CCCC1	-2.3
N#CC(C(=O)Nc1cccc2ccccc12)=C1CCCC1	46.7
CNC(=O)OC12CC3CC(C)(CC(C)(C3)C1)C2	-8.4
Cc1ccc(N2C(=O)/C(=C/c3ccc(O)cc3)C(=O)NC2=S)cc1	8.1
CC(Oc1ccccc1)C(=O)Nc1c(Cl)cccc1Cl (centres undefined)	-44.8
Cc1nn(CC(=O)Nc2ccc(Cl)cc2Cl)c(C)c1[N+](=O)[O-]	17.7
Cc1cc(Cl)ccc1OCC(O)CN1CCN(C)CC1 (centres undefined)	12.5
CCCOc1cccc(C(=O)Nc2sc(CC)cc2C(=O)OC)c1	-31.7
O=C(NCCCN1CCOCC1)/C(=C/c1cccc(Oc2ccccc2)c1)NC(=O)c1ccccc1	-25.4
CCOc1ccc(N2C(=O)/C(=C/c3cccs3)SC2=S)cc1	-8.0
CCC(C)C(=O)N1c2ccc(OC)cc2-c2c(ssc2=S)C1(C)C (centres undefined)	1.8

Next structures
SMILES	DUSP3 inh
Cc1ccc(NC(=O)C(c2ccccc2)c2ccccc2)c(C)c1	-8.5
COCCCNS(=O)(=O)c1ccc([N+](=O)[O-])cc1	-4.0
Cc1cc(C)c(S(=O)(=O)NCc2ccc(S(N)(=O)=O)cc2)c(C)c1	-6.7
CC(=O)NC1=NC(=O)/C(=C\c2ccc(-c3ccc(C)c([N+](=O)[O-])c3)o2)S1	4.7
O=C1CC(c2ccccc2)CC2=C1C(c1cc(F)ccc1F)Nc1ccccc1N2 (centres undefined)	-6.3
OC(COc1ccc(C23CC4CC(CC(C4)C2)C3)cc1)CN1CCN(c2ccccn2)CC1 (centres undefined)	0.5
COc1cc(NC(=O)c2cc3nc(-c4ccccc4)cc(C)n3n2)cc([N+](=O)[O-])c1	-25.6
COc1ccc(NC(=O)CN(c2ccc(C)cc2)S(=O)(=O)c2ccc(SC)cc2)cc1OC	-9.1
O=S(=O)(c1ccccc1)N1CCN(Cc2ccc3c(c2)OCO3)CC1	-5.9
CCCC1(O)C(C)C(c2ccccc2)NC(c2ccccc2)C1C (centres undefined)	-29.5
O=C(N/N=C/c1ccc(Cl)c([N+](=O)[O-])c1)c1cc2ccccc2o1	40.9
Cc1ccc(-c2nc3ccccc3o2)cc1NC(=O)c1cccc(Cl)c1	-14.5
Cc1ccc(CN2CCN(N=Cc3cc(Br)ccc3O)CC2)c(C)c1	-3.9
O=C1NC(=S)NC(=O)C1=Cc1ccc(-c2ccccc2C(=O)O)o1	22.6
COc1ccc(C(=O)CC2(O)C(=O)Nc3ccc(Br)cc32)cc1 (centres undefined)	19.0
Cc1cccc(N2C(=O)/C(=C/c3ccccc3C(=O)O)SC2=S)c1C	1.9
Cc1ccc(C(=O)c2coc3ccc(O)c(CN4CCOCC4)c23)cc1	9.0
COC(=O)C1=NN(C(=O)c2cccc(OC)c2)C(O)(c2ccc(Cl)cc2)C1 (centres undefined)	97.5
CCOc1cccc2c1N(C(=O)c1ccccc1)C(C)(C)C(=S)C2=C1SC(C(=O)OC)=C(C(=O)OC)S1	-15.5
C=CCN1C(=O)/C(=C\c2ccccc2C)C(=O)NC1=S	8.0
COc1ccc(S(=O)(=O)N(C)Cc2ccccc2)cc1Br	-26.4
O=C(NCc1ccccc1)c1cccc(F)c1	-13.6
Cc1cccc(N2C(=O)c3ccccc3C2=O)n1	5.7
O=C1/C(=C/c2ccc(C(F)(F)F)cc2)SC(=S)N1Cc1ccccc1	-6.2
Fc1ccccc1OCCOCCOc1ncnc2ccccc12	-9.7
O=C(Nc1c(-c2ccccc2)c2cc(Br)ccc2[nH]c1=O)c1cccc(Cl)c1	13.5
O=C1CSC(=O)N1CCN1C(=O)S/C(=C\c2ccc(Br)cc2)C1=O	-6.2
O=C(Nc1ccc(-c2nc3ccccc3[nH]2)cc1)c1ccc(Cl)cc1	17.2
COc1cccc(C2(c3cccc(OC)c3)CC2C(=O)Nc2cccc([N+](=O)[O-])c2)c1 (centres undefined)	-8.0
COc1ccc(Cl)cc1N(CC(=O)NCCSc1ccccn1)S(=O)(=O)c1ccccc1	23.3
COc1ccc(C(=O)NC23CC4CC(CC(C4)C2)C3)cc1OC	-10.1
CCC(C)c1ccccc1OCC(=O)Nc1nccs1 (centres undefined)	-8.1
Cc1ccc(C)c(NCN2C(=O)S/C(=C/c3cccc(Br)c3)C2=O)c1	-4.5
O=[N+]([O-])c1ccc(NC(=S)Nc2ccccc2)c(O)c1	36.8
C=C(Br)Cn1c(CCC)nc2ccccc21	-7.3
Cc1ccc(Sc2ccc(/C=N/n3cnnc3)o2)cc1	1.9
CC(=O)SC(CC(=O)c1ccccc1)c1cn(-c2ccccc2)nc1-c1ccc(C)cc1 (centres undefined)	-19.6
NC1=NC(=O)C(CC(=O)Nc2ccccc2[N+](=O)[O-])S1 (centres undefined)	4.1
CS(=O)(=O)NCCNc1ccc([N+](=O)[O-])cc1Cl	-6.4
O=C(Nc1nc(-c2ccc(Cl)cc2)cs1)C12CC3CC(CC(C3)C1)C2	-11.9
O=C(NCCCn1ccnc1)c1cccc([N+](=O)[O-])c1	-14.0
COc1c(Cl)cc(C(=O)Nc2cccc(-c3nc4ncccc4o3)c2)cc1Cl	23.5
Cc1cc2nc(-c3cc(NC(=O)COc4ccc([N+](=O)[O-])cc4)ccc3O)oc2cc1C	-11.7
CC(C)(C)CNC(=O)C(=O)NCCc1ccccc1	-19.3
COc1cccc(NC(=S)NC(=O)c2ccc(Cl)cc2)c1	-1.9
O=C1C=CC(=O)N1c1ccccc1SC(F)(F)F	35.1
CCOc1ccc(S(=O)(=O)N(CC(=O)NC(C)(C)C)c2ccc(C)cc2)cc1	-4.9
Cc1cc(OCC(=O)Nc2ccc(F)cc2)ccc1Br	-14.4
CCN(CC)c1c(-c2ccccc2)c2cc(C)ccc2[nH]c1=O	-4.2
C=CCOc1ccccc1C=C1C(=O)NC(=S)NC1=O	98.6
COc1cc(C(=O)N/C(=C/c2cccc([N+](=O)[O-])c2)C(=O)Nc2ccc(C)cc2)cc(OC)c1OC	11.8
O=C(COc1ccc(Cl)cc1Br)N1CCN(c2ccccc2)CC1	-12.9
COc1ccc(N=Cc2ccc(Br)s2)c([N+](=O)[O-])c1	-4.9
CCNC(=O)c1cc(-c2ccc(Cl)s2)nc2ccccc12	17.9
Clc1ccc(-c2csc(Nc3ncccn3)n2)cc1Cl	-14.4
Cc1c(NC(=O)C(Cc2ccccc2)N2C(=O)c3ccccc3C2=O)c(=O)n(-c2ccccc2)n1C (centres undefined)	-12.1
O=C1C=CC(=NOS(=O)(=O)c2ccccc2)C=C1	81.7
O=C(c1cccc(Br)c1)N1CCN(c2c(Cl)cccc2[N+](=O)[O-])CC1	-20.4
COC(=O)C1=C(O)/C(=C\c2ccc(OCc3ccccc3)cc2)N=C1C	27.0
O=C1C2C(c3ccccc3Cl)OC3(C(=O)c4ccccc4C3=O)C2C(=O)N1c1cccc(C(F)(F)F)c1 (centres undefined)	2.7

Later entries.
SMILES	DUSP3 inh
COc1cc(/C=C/C(=O)c2ccc(C)cc2)cc(OC)c1OC	-0.1
COc1cc(CN2CCN(Cc3ccco3)CC2)cc(OC)c1OC	22.0
Cc1ccc(/C(O)=C2/C(=O)C(=O)N(CCCCCC(=O)O)C2c2ccc([N+](=O)[O-])cc2)cc1 (centres undefined)	7.4
O=C(CSc1nc2ccccc2o1)Nc1ccccc1Oc1ccccc1	3.3
CC1=C(C(=O)OCc2ccc3c(c2)OCO3)C(c2cccc([N+](=O)[O-])c2)NC(=O)N1 (centres undefined)	-26.2
COc1cc(C=NN2CCN(c3ccc(Cl)cc3)CC2)cc(OC)c1OC(C)=O	-0.4
CC(C)N1CN=C2SC(CO)(CO)C(=O)N2C1	-18.8
O=C1NC(=O)/C(=C\c2cccc(Cl)c2)S1	-4.1
COc1ccc(CCNC(=O)c2ccc(CN(c3ccccc3)S(C)(=O)=O)cc2)cc1OC	18.6
C(=N\Nc1ccc2ccccc2n1)/c1ccc(OCc2ccccc2)cc1	48.6
